FBW7 activator: activators of human E3 ligase FBW7; Q969H0; AlphaScreen FBW7–phospho-cyclin E peptide binding, activator screen; normalized activity (activation), % at 26.1 µM; 650,000 tested, 0.13% active; AID 1259310; in the data active = normalized activity above about 1.9%;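 note: purified mutant Fbw7 with reduced substrate affinity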
Target sequence (Q969H0 whole entry, looked up): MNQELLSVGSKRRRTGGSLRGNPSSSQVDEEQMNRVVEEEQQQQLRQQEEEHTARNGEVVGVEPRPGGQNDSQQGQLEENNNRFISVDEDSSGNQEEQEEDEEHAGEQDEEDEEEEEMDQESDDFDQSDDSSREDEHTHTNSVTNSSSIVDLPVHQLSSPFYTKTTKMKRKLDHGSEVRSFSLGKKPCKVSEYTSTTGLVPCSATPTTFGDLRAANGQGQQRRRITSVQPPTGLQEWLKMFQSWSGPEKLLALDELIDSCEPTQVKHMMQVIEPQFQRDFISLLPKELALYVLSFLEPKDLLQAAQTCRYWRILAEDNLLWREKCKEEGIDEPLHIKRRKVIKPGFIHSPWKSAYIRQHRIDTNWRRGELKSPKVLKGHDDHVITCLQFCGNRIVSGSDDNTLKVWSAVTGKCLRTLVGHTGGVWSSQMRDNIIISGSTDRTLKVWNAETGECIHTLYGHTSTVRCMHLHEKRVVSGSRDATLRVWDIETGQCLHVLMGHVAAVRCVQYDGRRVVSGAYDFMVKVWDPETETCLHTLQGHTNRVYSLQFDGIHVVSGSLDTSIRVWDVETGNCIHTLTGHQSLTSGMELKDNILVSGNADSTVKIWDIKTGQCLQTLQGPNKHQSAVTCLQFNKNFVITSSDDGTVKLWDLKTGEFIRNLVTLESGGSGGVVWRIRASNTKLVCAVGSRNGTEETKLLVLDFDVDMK
TEAD-YAP block: TEAD-YAP interaction inhibition; HEK-TIYL cells, TEAD-Gal4/YAP UAS-luciferase luminescence; inhibition, % at 9.12 µM; 640,000 tested, 1.4% active; AID 1259422; in the data active = inhibition above about 32%;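 note: 0% = median of test compound wells and 100% = reference inhibitor wells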
MITF primary: inhibitors of human MITF. AID 1259374. inhibition, % at 2.6 µM. AlphaScreen MITF homodimerization, bead proximity signal. 650,000 tested, 0.91% active. O75030; in the data active = inhibition above about 50%;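 note: 0% = vehicle wells with protein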
GPR151 activ: activators of human GPR151; Q8TDV0; PathHunter beta-arrestin GPR151 cells, luminescence; activation, % at 11.2 µM; 650,000 tested, 1% active; AID 1508602; in the data active = activation above about 4.9%;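 note: 0% = median of compound wells and 100% = cells with positive control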
* hit, by the source's call; x = no result given.

Below each compound – FBW7 activator	TEAD-YAP block	MITF primary	GPR151 activ
- O=C(CC(c1ccccc1)c1ccccc1)Nc1ccc(C(=O)N2CCOCC2)cc1
 : 0.0	4	3	0.2
- COc1cccc(CNC(=O)CCC2CCCN(C(=O)c3cc4ccccc4o3)C2)c1 (configuration not stated)
 : -0.1	-51	2	-2.4
- CC(=O)c1cc(CN2CCCC(CNC(=O)c3ccc4c(c3)OCO4)C2)cs1 (configuration not stated)
 : -0.2	-1	0	0.4
- O=C(CSc1nc2ccccc2c(=O)n1CCc1ccccc1)N1CCCc2ccccc21
 : -0.1	-13	-4	-3.0
- CCC(C)C1C(=O)OC2(C)CC(C)(C)NC(=S)N12 (configuration not stated)
 : -0.1	-5	6	0.2
- CO[C@@H](C1CCCCC1)[C@@H](C)[C@H](OCc1cccc(Br)c1)[C@@H](C)CO
 : 0.0	x	-7	0.5
- CC1=C(C#N)C(c2cccs2)C2=C(CCCC2=O)N1 (configuration not stated)
 : 0.1	8	-7	1.4
- O=C(NCCC1=CCCCC1)c1ccc(Br)s1
 : 0.1	-53	-3	3.8
- CCOC(=O)c1sc(NC(=O)CSc2nnc(CNC(=O)COc3ccc(Cl)cc3Cl)n2C)c(C(=O)OCC)c1C
 : -0.1	-3	0	-1.0
- O=C(NCCC1=CCCCC1)C1CC12CCN(C/C=C/c1ccco1)CC2 (configuration not stated)
 : 0.2	14	10	-0.5

Continuation:
Below each compound – FBW7 activator	TEAD-YAP block	MITF primary	GPR151 activ
- CCn1c(SCc2nc3ccccc3[nH]2)nnc1-c1cccnc1
 : -0.1	-9	-2	2.9
- CCCC(=O)NCCc1cn2cccc(C)c2n1
 : -0.1	-5	-6	-2.1
- CCOC(=O)c1c(C)[nH]c(C(=O)CN2C(=O)NC(C)(c3ccc4ccccc4c3)C2=O)c1C (configuration not stated)
 : 0.1	1	3	0.9
- NC(=O)c1oc2ccccc2c1NC(=O)c1cccc(N2C(=O)CCC2=O)c1
 : -0.1	17	4	0.0
- CCOc1cccc(C2CC(c3ccc(CC)cc3)=NC(c3ccc(Cl)cc3Cl)N2)c1O (configuration not stated)
 : -0.1	8	9	1.8
- C/C(=N\NC(=O)c1ccncc1)c1ccc(-c2ccccc2)cc1
 : 1.2	-10	18	-0.9
- O=C(Nc1ccc2c(c1)OCO2)C1CCC1
 : 0.0	-7	-5	-0.4
- COCCCNC(=O)C1c2ccccc2Oc2ccccc21
 : 0.2	-13	18	1.4
- Cc1ccn2c(C(=O)NC3CC3)c(-c3ccccc3)nc2c1
 : -0.1	1	3	-0.3
- CSc1ccc(Cn2nnc(C(=O)Nc3cc(C)cc(C)c3)c2N)cc1
 : 0.1	-3	0	-0.5

Next records
Below each compound – FBW7 activator	TEAD-YAP block	MITF primary	GPR151 activ
- Cc1cccc(-c2nnc(SCC(=O)NC(C)c3ccccc3)o2)c1 (configuration not stated)
 : -0.3	-13	-5	1.7
- COC(=O)Cc1ccc2c(c1)NC(=O)C(CCO)O2 (configuration not stated)
 : 0.4	-4	3	-1.6
- Cc1nnc2n1CCN(C(=O)c1ccc(CC(C)C)cc1)CC2
 : 0.0	5	1	0.6
- O=C1[C@H]2[C@H]3[C@H](O)[C@H](O)C/C(=N\OCc4ccccc4)[C@@H]3CC[C@H]2C(=O)N1C1CCCCC1
 : -0.1	x	0	-2.4
- CCOC(=O)c1cccc(C(=O)Nc2ccc([N+](=O)[O-])cc2)n1
 : 0.1	-3	-2	-0.6
- c1ccc(Nc2nc3ncnc(NC4CC4)c3[nH]2)nc1
 : 0.1	-2	23	-0.1
- COc1ccc(C(=O)Nc2nc3c(s2)CCc2ccccc2-3)cc1OC
 : 0.0	2	-7	-0.8
- COc1ccc2c(=O)c(-c3cc4ccccc4o3)coc2c1
 : 0.0	-37	9	0.4
- Cc1sc2ncn(Cc3ccccc3)c(=O)c2c1C
 : -0.2	-1	-8	1.2
- COc1ccccc1N1CCN(C2CCCN(C(=O)c3snnc3C)C2)CC1 (configuration not stated)
 : -0.1	1	-2	-0.2

Structures above that contain bromine (2):
Below each compound – FBW7 activator	TEAD-YAP block	MITF primary	GPR151 activ
- CO[C@@H](C1CCCCC1)[C@@H](C)[C@H](OCc1cccc(Br)c1)[C@@H](C)CO
 : 0.0	x	-7	0.5
- O=C(NCCC1=CCCCC1)c1ccc(Br)s1
 : 0.1	-53	-3	3.8

Later entries:
Below each compound – FBW7 activator	TEAD-YAP block	MITF primary	GPR151 activ
- CCOC(=O)Cc1nnc(NC(=O)c2ccc(Br)cc2)s1
 : 0.2	4	1	0.2
- CCCC(=O)N1CCN(c2cc(N3CCCCC3)c(F)cc2[N+](=O)[O-])CC1
 : -0.2	9	-4	0.8
- Cc1ccccc1-n1nc2c(c1NC(=O)c1ccccc1F)CS(=O)C2 (configuration not stated)
 : 0.0	2	10	-0.3
- O=C(CC1(O)C(=O)Nc2ccc(Br)cc21)c1ccncc1 (configuration not stated)
 : -0.1	-2	10	-1.6
- CCC(Sc1ccc2nnc(-c3ccc(C)cc3)n2n1)C(=O)O (configuration not stated)
 : 0.1	0	2	-0.1
- O=C(O)c1cc2ccc3c(c2oc1=O)CN(c1ccc(Cl)cc1)CO3
 : -0.1	2	5	2.9
- CCCSc1nc(C)nc2c1c(=O)n(C)c(=O)n2C
 : 0.5	5	2	1.0
- CCC(C)NCc1c(C(=O)O)n(Cc2ccc(C)cc2)c2ccccc12 (configuration not stated)
 : 0.1	9	2	-0.3
- O=C1CCCN1CCCNc1ncnc2nc(Nc3ncccn3)[nH]c12
 : -0.1	-7	15	-0.6
- COc1ccc(OC)c(NC(=O)Nc2nnc(N3CCCC(C)C3)s2)c1 (configuration not stated)
 : -0.1	-3	5	0.5

A stretch taken from the entries so far:
Below each compound – FBW7 activator	TEAD-YAP block	MITF primary	GPR151 activ
- CCC(C)NCc1c(C(=O)O)n(Cc2ccc(C)cc2)c2ccccc12 (configuration not stated)
 : 0.1	9	2	-0.3
- O=C1CCCN1CCCNc1ncnc2nc(Nc3ncccn3)[nH]c12
 : -0.1	-7	15	-0.6
- COc1ccc(OC)c(NC(=O)Nc2nnc(N3CCCC(C)C3)s2)c1 (configuration not stated)
 : -0.1	-3	5	0.5

Going on with the list:
Below each compound – FBW7 activator	TEAD-YAP block	MITF primary	GPR151 activ
- Nc1ccc(Cl)c(S(=O)(=O)Nc2ccccc2Cl)c1
 : -0.1	3	-7	2.3
- Cc1sc2nc(C)n3c(=O)n(Cn4nnc5ccccc54)nc3c2c1C
 : 0.3	8	2	-1.2
- O=C(Nc1cccc(O)c1)c1cccc(S(=O)(=O)N2CCCC2)c1
 : -0.1	11	-3	-1.0
- O=S(=O)(c1ccc(F)cc1)N1CCN(c2cnccn2)CC1
 : 0.1	8	5	0.8
- COc1cc(/C(C)=N/NC(=O)Cc2cccs2)ccc1O
 : 0.3	-16	1	-2.2
- O=C(NCC1CCCO1)c1ccc2c(c1)ncn2-c1ccc(OCc2ccccc2)cc1 (configuration not stated)
 : 0.1	9	-10	3.1
- c1ccc(CN2CCN(C3CCCCCC3)CC2)cc1
 : -0.3	2	70*	-0.9
- O=C(CSCCO)Nc1cccc([N+](=O)[O-])c1
 : -0.3	-4	-14	0.9
- COC(=O)c1cc(NC(=O)c2sc3ncn(Cc4cccc(F)c4)c(=O)c3c2C)cc(C(=O)OC)c1
 : -0.1	5	14	-0.3
- CC(C)NC(=O)NC(=O)CSc1nnc(N)s1
 : 0.0	-3	64*	0.0

Further records follow.
Below each compound – FBW7 activator	TEAD-YAP block	MITF primary	GPR151 activ
- COc1cc(C2C(C#N)=C(N)Oc3n[nH]c(C(C)(C)C)c32)cc(OC)c1O (configuration not stated)
 : -0.1	-8	0	1.8
- CCOc1ccc(/C=C(\C#N)c2nc(-c3ccc(OCC)cc3)cs2)cc1
 : 0.0	8	5	1.1
- O=C(NCCNC(=O)c1ccco1)c1ccco1
 : -0.1	-6	-1	-0.2
- Cc1noc(C)c1-c1cncc(C(=O)NCCN2CCOCC2)c1
 : 0.0	6	11	0.4
- CCOc1ccccc1C(=O)Nc1ccc(S(=O)(=O)NC(C)CC)cc1 (configuration not stated)
 : 0.0	6	6	13*
- C=CCOc1ccc(/C=c2\sc3nc(-c4ccncc4)nn3c2=O)cc1
 : -0.1	-2	4	1.0
- O=C(Nc1ccc(F)cc1)C1CC(=O)N(CCc2ccccc2)C(=Nc2cc(Cl)cc(Cl)c2)S1 (configuration not stated)
 : 0.3	-8	6	0.8
- COc1ccc(N2CCN(C3CCCN(C(=O)/C=C/c4ccncc4)C3)CC2)cc1 (configuration not stated)
 : 0.2	8	14	-2.3
- CC(NC(=O)NCc1ccc(F)cc1)(C(F)(F)F)C(F)(F)F
 : 0.2	8	7	-0.2
- CC1CCN(CC(O)COC2CCCC2C)CC1 (configuration not stated)
 : -0.1	6	0	2.9

Part of the list above with just GPR151 activ and MITF primary.
SMILES	GPR151 activ	MITF primary
Cc1noc(C)c1-c1cncc(C(=O)NCCN2CCOCC2)c1	0.4	11
CCOc1ccccc1C(=O)Nc1ccc(S(=O)(=O)NC(C)CC)cc1 (configuration not stated)	13*	6
C=CCOc1ccc(/C=c2\sc3nc(-c4ccncc4)nn3c2=O)cc1	1.0	4
O=C(Nc1ccc(F)cc1)C1CC(=O)N(CCc2ccccc2)C(=Nc2cc(Cl)cc(Cl)c2)S1 (configuration not stated)	0.8	6

Next compounds follow:
Below each compound – FBW7 activator	TEAD-YAP block	MITF primary	GPR151 activ
- COc1ccc(C)cc1-n1[nH]nnc1=S
 : -0.1	1	2	-2.0
- CN(C(=O)Cc1ccsc1)c1nc2c(s1)CCc1occc1-2
 : -0.1	-18	4	-0.7
- O=C(Cc1ccc(F)cc1F)N1CCC2(CC1)OCc1ccccc1O2
 : 0.1	10	4	0.7
- Cc1cccc(CC(=O)Nc2cnn(-c3cccc(C(=O)Nc4ccc(F)c(C)c4)c3)c2)c1
 : 0.0	15	-8	0.8
- CC1=NN(C2CCS(=O)(=O)C2)C(=O)C1(Sc1ccccc1)Sc1ccccc1 (configuration not stated)
 : 0.0	2	-5	0.1
- O=C(O)c1cc(-c2ccc([N+](=O)[O-])cc2)nc2ccccc12
 : -0.2	6	-1	-2.0
- COc1ccc(/C(C)=N/OCC(=O)Nc2sc3c(c2C#N)CCCCC3)cc1
 : -0.1	-2	-1	0.7
- CCOC(=O)C1=C(C(=O)OCC)SC(=C2C(=S)C(C)(C)N(C(=O)c3ccc(C(C)(C)C)cc3)c3ccc(OCC)cc32)S1
 : 0.1	0	6	1.9
- C=CCNC(=O)C(=O)N/N=C/c1ccc(C(C)C)cc1
 : 0.0	-6	-5	-0.8
- N#CC1=C(SCC(=O)Nc2ccccc2Cl)NC(=O)CC1c1cccc([N+](=O)[O-])c1 (configuration not stated)
 : 0.0	-17	5	-1.7

Other compounds
Below each compound – FBW7 activator	TEAD-YAP block	MITF primary	GPR151 activ
- COCc1c(C(=O)N/N=C(/C)c2ccc(Br)cc2)nnn1-c1nonc1N
 : 0.1	-12	22	-0.1
- O=C(Nc1ccc(Cl)cc1)C1C2C=CC3(O2)C1C(=O)N(CCCN1CCCCC1)C3C(=O)NC1CCCCC1 (configuration not stated)
 : -0.1	-4	2	-0.3
- O=C(N/N=C/c1ccncc1)c1ccncc1
 : 0.2	-7	2	3.6
- CCOC(=O)NNC(=S)NC(=O)CCc1ccc(S(=O)(=O)N2CCOCC2)cc1
 : 0.1	1	5	-1.9
- CCOc1cc(C2Nc3ccccc3-c3nnc(SC)nc3O2)cc(Br)c1O (configuration not stated)
 : -0.1	8	-3	1.2
- O=C(NCCN1CCOCC1)C1CCN(c2ccc(Nc3ccc(N4CCOCC4)cc3)nn2)CC1
 : -0.1	-9	-1	-1.8

Entries above containing a tert-butyl group (two):
Below each compound – FBW7 activator	TEAD-YAP block	MITF primary	GPR151 activ
- COc1cc(C2C(C#N)=C(N)Oc3n[nH]c(C(C)(C)C)c32)cc(OC)c1O (configuration not stated)
 : -0.1	-8	0	1.8
- CCOC(=O)C1=C(C(=O)OCC)SC(=C2C(=S)C(C)(C)N(C(=O)c3ccc(C(C)(C)C)cc3)c3ccc(OCC)cc32)S1
 : 0.1	0	6	1.9
